TCR-CD3 inh: human TCR-CD3 binding inhibition; TAMRA-labeled TCR probe fluorescence, biochemical; inhibition, % at 9.4 µM; 360,000 tested, 0.37% active; AID 651800; in the data active = inhibition above about 19%;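 note: recombinant mutant TCR 2C K166C tagged with TAMRA read by polarization; 0% = receptor in buffer alone and 100% = receptor with positive control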
PRMT1 FP inh: blocks human protein arginine methyltransferase 1. 370,000 tested, 1.3% active. recombinant PRMT1, activity-based probe fluorescence polarization. inhibition, % at 2.79 µM;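 active = inhibition above about 21% made by adding two undisclosed values, limit read from the data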
ABHD4 inh: inhibitors of mouse ABHD4. purified mABHD4, FP-Rh probe fluorescence polarization. inhibition, % at 8.92 µM. Q8VD66. 370,000 tested, 0.54% active;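 active = inhibition exceeding the mean over every tested compound plus 3 SD, cut at about 30% in these data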;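 note: 0% = plate median of compound wells and 100% = S159A mutant with DMSO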
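Test system: mABHD4 protein; Read-out basis: % inhibition; Incubation: 45 min + 60 min at 25 °C; Repeats: single replicate; Technique: fluorescence polarization with parallel and perpendicular emission, 525/598 nm; Compound: 8.92 µM, single dose; Benchmarks: full inhibition S159A mutant plus DMSO, zero as sample-well median.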
MBD2 inh: blocks human MBD2 binding to methylated DNA; Q9UBB5; TR-FRET, MBD2 binding to methylated oligonucleotide; inhibition, % at 4.4 µM; 370,000 tested, 0.31% active; AID 686964; in the data active = inhibition above about 13%
LEDGF integ inh: blocks HIV-1 LEDGF/p75-dependent DNA integration; TR-FRET IN-LEDGF/p75 DNA integration, Eu/Cy5; 370,000 tested, 0.64% active; inhibition, % at 3.7 µM;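 active = inhibition above the screen-wide mean plus 3 SD, cut at about 13% in these data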;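 note: signal is the Cy5 over europium emission ratio at 671 and 618 nm; 0% = plate median of compound wells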
rCAG RNA binder: binds r(CAG) RNA repeats; r(CAG) RNA repeat, TO-PRO-1 dye displacement fluorescence; inhibition, % at 3 µM; 370,000 tested, 1.3% active; AID 651821;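 active = inhibition above the plate cutoff, the mean of all test compounds on that plate plus 3 SD, cut at about 35% in these data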;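 note: 0% = DMSO alone and 100% = 100 µM mitoxantrone as full dye displacement; higher means more dye released from RNA so lower well fluorescence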
TDP2 inh: TDP2 (human) inhibition, absorbance primary screen | O95551 | 370,000 tested, 0.34% active | inhibition, % at 12.8 µM | AID 720702 | recombinant TDP2, T5PNP hydrolysis, p-nitrophenol absorbance 415 nm;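 active = inhibition above the mean of all tested compounds plus 3 SD, set per campaign, cut at about 25% in these data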;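 note: 0% = DMSO with enzyme and 100% = buffer with substrate but no TDP2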
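Evaluation: % inhibition relative to enzyme-containing and enzyme-free wells. Material: recombinant human TDP2. Benchmarks: enzyme-free and DMSO wells. Timing: enzyme reaction with compound for 2 h at 37 °C. Compound dosing: 12.8 µM only. Measured by: p-Nitrophenol epi absorbance. Reagent: T5PNP substrate at 5 mM, a TopII-DNA adduct mimic. Replication: single well per compound.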
NPR2 activator: GC-B (human) receptor activation | 370,000 tested, 0.11% active | activation, % at 10 µM | HEK293-GC-B cells, CNP EC30, cGMP TR-FRET; 0% at EC30 CNP, 100% saturating CNP | P20594 | AID 1920062;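 active = activation at 10 µM reaching about 35% in either raw or pattern-adjusted values, limit read from the data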
Target sequence (P20594 whole entry, looked up): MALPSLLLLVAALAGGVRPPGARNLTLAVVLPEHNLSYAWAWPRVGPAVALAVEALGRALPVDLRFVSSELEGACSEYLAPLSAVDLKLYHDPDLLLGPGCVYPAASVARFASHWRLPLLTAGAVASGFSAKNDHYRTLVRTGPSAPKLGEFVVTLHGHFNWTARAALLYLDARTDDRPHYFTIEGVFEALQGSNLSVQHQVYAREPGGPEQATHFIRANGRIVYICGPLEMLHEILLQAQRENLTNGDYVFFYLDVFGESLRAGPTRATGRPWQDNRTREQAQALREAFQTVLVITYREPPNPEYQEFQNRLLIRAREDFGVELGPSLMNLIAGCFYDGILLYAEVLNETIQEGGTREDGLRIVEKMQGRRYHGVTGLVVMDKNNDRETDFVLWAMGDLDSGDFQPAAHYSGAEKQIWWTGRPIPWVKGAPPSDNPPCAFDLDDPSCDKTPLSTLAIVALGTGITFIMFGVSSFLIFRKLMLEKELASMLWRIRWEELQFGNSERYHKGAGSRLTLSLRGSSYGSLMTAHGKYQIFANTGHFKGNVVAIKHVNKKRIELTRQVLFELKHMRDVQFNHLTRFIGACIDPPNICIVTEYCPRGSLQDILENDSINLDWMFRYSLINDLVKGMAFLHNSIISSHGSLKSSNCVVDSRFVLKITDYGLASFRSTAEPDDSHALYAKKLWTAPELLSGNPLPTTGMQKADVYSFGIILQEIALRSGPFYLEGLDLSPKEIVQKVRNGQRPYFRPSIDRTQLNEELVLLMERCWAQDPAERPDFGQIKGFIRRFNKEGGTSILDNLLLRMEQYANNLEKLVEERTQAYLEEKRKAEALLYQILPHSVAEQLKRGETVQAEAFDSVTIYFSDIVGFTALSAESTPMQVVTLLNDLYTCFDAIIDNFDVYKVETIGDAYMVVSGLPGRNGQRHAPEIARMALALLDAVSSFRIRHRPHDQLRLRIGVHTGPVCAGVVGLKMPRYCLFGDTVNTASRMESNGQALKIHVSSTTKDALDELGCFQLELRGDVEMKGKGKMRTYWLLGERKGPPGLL
SIAE inh: human SIAE inhibition, primary screen; Q9HAT2; SIAE FP-Rh probe binding, fluorescence polarization; inhibition, % at 9.66 µM; 370,000 tested, 0.69% active; AID 1053197;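 active = inhibition above a cutoff: mean of compounds within the control limits plus 3 SD of those, cut at about 17% in these data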;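 note: 0% = plate median of compound wells and 100% = probe without SIAE protein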
HTRA1 inhibitor: blocks human HTRA1 serine peptidase | AID 504803 | 340,000 tested, 0.5% active | inhibition, % at 5.96 µM | Q92743 | recombinant HTRA1, FP-rhodamine activity-based probe, fluorescence polarization; in the data active = inhibition above about 36%;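 note: 0% = enzyme with DMSO and 100% = wells lacking enzyme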
* marks the source's active call; other numbers are inactive results. An excerpt; count on the stated rates, not on these rows.

For CCOc1ccc(-c2cnc3n2CCCCC3)cc1 the results were TCR-CD3 inh 2, PRMT1 FP inh -2, ABHD4 inh 4, MBD2 inh 4, LEDGF integ inh 1, rCAG RNA binder -6, TDP2 inh 1, NPR2 activator -1, SIAE inh -4 and HTRA1 inhibitor -2.
Screening COc1ccc(-c2cn(Cc3ccc(C(N)=O)cc3)c(-c3ccc(Cl)nc3)n2)cc1 returned TCR-CD3 inh 2, PRMT1 FP inh 0, ABHD4 inh 1, MBD2 inh 1, LEDGF integ inh -1, rCAG RNA binder -1, TDP2 inh -10, NPR2 activator 16, SIAE inh -1 and HTRA1 inhibitor -9.
For COc1ccc(N2CCN(S(=O)(=O)c3c(C)[nH]c(C)c3C(=O)N3CCCC3)CC2)cc1 the results were TCR-CD3 inh 1, PRMT1 FP inh 0, ABHD4 inh -1, MBD2 inh 2, LEDGF integ inh 1, rCAG RNA binder -4, TDP2 inh -4, NPR2 activator 1, SIAE inh -6 and HTRA1 inhibitor 0.
For COc1cc(OC)cc(-c2c(C#Cc3ccsc3)c3cc(-c4cc(OC)c(OC)c(OC)c4)ccc3n2C)c1 the results were TCR-CD3 inh 7, PRMT1 FP inh -1, ABHD4 inh 16, MBD2 inh -3, LEDGF integ inh 2, rCAG RNA binder 8, TDP2 inh 1, NPR2 activator -3, SIAE inh -2 and HTRA1 inhibitor -7.
`O=C(O)c1ccccc1-c1ccccc1C(=O)Nc1ccc2c(c1)C(=O)c1ccccc1-2` gave TCR-CD3 inh 7, PRMT1 FP inh 1, ABHD4 inh -17, MBD2 inh -4, LEDGF integ inh 2, rCAG RNA binder 60*, TDP2 inh 2, NPR2 activator -5, SIAE inh -20 and HTRA1 inhibitor -25.
Screening CSc1nsc(SCc2cnc(C)nc2N)n1 returned TCR-CD3 inh -5, PRMT1 FP inh 4, ABHD4 inh -3, MBD2 inh 7, LEDGF integ inh 2, rCAG RNA binder -3, TDP2 inh 1, NPR2 activator -2, SIAE inh 1 and HTRA1 inhibitor 2.
`CC1=CCC2C(=O)N(c3ccc(C(=O)Nc4ccccc4Cl)cc3)C(=O)C2C1` (stereo not given) gave TCR-CD3 inh 7, PRMT1 FP inh -3, ABHD4 inh -4, MBD2 inh 1, LEDGF integ inh -1, rCAG RNA binder -4, TDP2 inh 9, NPR2 activator 5, SIAE inh -1 and HTRA1 inhibitor -4.
For COc1ccc(C2CC(=O)C3=C(C2)Nc2ncnn2C3c2ccccc2C)c(OC)c1 (stereo not given) the results were TCR-CD3 inh 4, PRMT1 FP inh -1, ABHD4 inh -2, MBD2 inh -3, LEDGF integ inh -3, rCAG RNA binder -2, TDP2 inh 2, NPR2 activator -1, SIAE inh 4 and HTRA1 inhibitor -4.
For O=C1c2ccccc2C(O)(Cc2ccccc2)N1c1ccc2c(c1)OCO2 (stereo not given) the results were TCR-CD3 inh 4, PRMT1 FP inh 1, ABHD4 inh 1, MBD2 inh 3, LEDGF integ inh -2, rCAG RNA binder -3, TDP2 inh -2, NPR2 activator -2, SIAE inh 7 and HTRA1 inhibitor -8.
`Cc1cc(C)n(-c2ccc(C(=O)N3CCN(S(=O)(=O)c4cccc(Br)c4)CC3)cc2)n1` gave TCR-CD3 inh -1, PRMT1 FP inh 0, ABHD4 inh -10, MBD2 inh 7, LEDGF integ inh -5, rCAG RNA binder -3, TDP2 inh -9, NPR2 activator -14, SIAE inh 15 and HTRA1 inhibitor -8.
`CN(C)C(=S)Nc1ccc(Br)cc1Cl` gave TCR-CD3 inh -6, PRMT1 FP inh 5, ABHD4 inh 3, MBD2 inh 6, LEDGF integ inh -2, rCAG RNA binder -1, TDP2 inh 6, NPR2 activator -1, SIAE inh 0 and HTRA1 inhibitor 4.
NC(=S)N/N=C/c1c[nH]c2ccccc12 was read as TCR-CD3 inh -7, PRMT1 FP inh 6, ABHD4 inh 7, MBD2 inh 3, LEDGF integ inh -7, rCAG RNA binder 7, TDP2 inh -9, NPR2 activator -9, SIAE inh 9 and HTRA1 inhibitor 0.
CCOc1cc(S(=O)(=O)N2CCC(c3nc4ccccc4s3)CC2)c(OCC)cc1S(=O)(=O)N1CCCCC1 was read as TCR-CD3 inh 7, PRMT1 FP inh 0, ABHD4 inh 4, MBD2 inh 0, LEDGF integ inh 0, rCAG RNA binder 2, TDP2 inh 1, NPR2 activator 6, SIAE inh 5 and HTRA1 inhibitor -1.
For Cc1noc(C)c1CSc1nnc(-c2ccccc2)n1Cc1ccco1 the results were TCR-CD3 inh 6, PRMT1 FP inh 2, ABHD4 inh 9, MBD2 inh -5, LEDGF integ inh 0, rCAG RNA binder -1, TDP2 inh 6, NPR2 activator 0, SIAE inh 3 and HTRA1 inhibitor 1.
O=C(CSc1nnc(NC(=O)c2ccco2)s1)Nc1ccc(F)cc1 was read as TCR-CD3 inh 7, PRMT1 FP inh -2, ABHD4 inh 2, MBD2 inh -3, LEDGF integ inh -5, rCAG RNA binder 0, TDP2 inh -2, NPR2 activator -2, SIAE inh -2 and HTRA1 inhibitor -14.
COc1cc(OC)c2c(C)cc(=O)oc2c1C(CCN1CCOCC1)c1ccc(N(C)C)cc1 (stereo not given) was read as TCR-CD3 inh -8, PRMT1 FP inh -1, ABHD4 inh 7, MBD2 inh 1, LEDGF integ inh -2, rCAG RNA binder -6, TDP2 inh 1, NPR2 activator -1, SIAE inh 3 and HTRA1 inhibitor 2.
O=C(NCc1ccco1)c1ccccc1NC(=O)C1CC(=O)N(c2ccc(Cl)cc2)C1 (stereo not given) was read as TCR-CD3 inh 0, PRMT1 FP inh -2, ABHD4 inh -5, MBD2 inh 1, LEDGF integ inh 1, rCAG RNA binder -1, TDP2 inh 8, NPR2 activator -4, SIAE inh 1 and HTRA1 inhibitor -12.
Cc1cnc(NC(=O)c2ccc3c(c2)C(=O)N(Cc2cccnc2)C3=O)s1 was read as TCR-CD3 inh 1, PRMT1 FP inh -1, ABHD4 inh 7, MBD2 inh 2, LEDGF integ inh 0, rCAG RNA binder 0, TDP2 inh 5, NPR2 activator -4, SIAE inh 4 and HTRA1 inhibitor 5.
Screening COc1ccc(-c2nn(-c3ccccc3)cc2C(=O)N(C)C)cc1 returned TCR-CD3 inh -4, PRMT1 FP inh -2, ABHD4 inh 4, MBD2 inh -1, LEDGF integ inh 2, rCAG RNA binder -7, TDP2 inh 0, NPR2 activator -1, SIAE inh 9 and HTRA1 inhibitor 7.
Screening Cc1cnc(C(=O)OCC(=O)c2ccccc2)cn1 returned TCR-CD3 inh 0, PRMT1 FP inh 2, ABHD4 inh 13, MBD2 inh -3, LEDGF integ inh 1, rCAG RNA binder 0, TDP2 inh 2, NPR2 activator -4, SIAE inh 4 and HTRA1 inhibitor -4.
For Cn1cc(C(C[N+](=O)[O-])c2ccccc2)c2ccccc21 (stereo not given) the results were TCR-CD3 inh -1, PRMT1 FP inh -4, ABHD4 inh -7, MBD2 inh -2, LEDGF integ inh 3, rCAG RNA binder -3, TDP2 inh -15, NPR2 activator -6, SIAE inh 3 and HTRA1 inhibitor -3.
O=C(Oc1cccc(C(=S)N2CCOCC2)c1)c1ccc([N+](=O)[O-])cc1 was read as TCR-CD3 inh 4, PRMT1 FP inh 0, ABHD4 inh 3, MBD2 inh -6, LEDGF integ inh 0, rCAG RNA binder 3, TDP2 inh -5, NPR2 activator 8, SIAE inh 4 and HTRA1 inhibitor 6.
For CC1(N2CCOCC2)C(=O)c2ccccc2C1=O the results were TCR-CD3 inh 4, PRMT1 FP inh -1, ABHD4 inh 1, MBD2 inh -3, LEDGF integ inh 0, rCAG RNA binder 2, TDP2 inh 4, NPR2 activator -1, SIAE inh 3 and HTRA1 inhibitor 3.
`COc1cccc(OCc2nn3c(=O)c(-c4ccccc4)nnc3s2)c1` gave TCR-CD3 inh 3, PRMT1 FP inh -2, ABHD4 inh -2, MBD2 inh 3, LEDGF integ inh -3, rCAG RNA binder 8, TDP2 inh 14, NPR2 activator -1, SIAE inh -2 and HTRA1 inhibitor -4.

Reprinted from the part before: 2 entries, then new ones.
For CC1(N2CCOCC2)C(=O)c2ccccc2C1=O the results were TCR-CD3 inh 4, PRMT1 FP inh -1, ABHD4 inh 1, MBD2 inh -3, LEDGF integ inh 0, rCAG RNA binder 2, TDP2 inh 4, NPR2 activator -1, SIAE inh 3 and HTRA1 inhibitor 3.
`COc1cccc(OCc2nn3c(=O)c(-c4ccccc4)nnc3s2)c1` gave TCR-CD3 inh 3, PRMT1 FP inh -2, ABHD4 inh -2, MBD2 inh 3, LEDGF integ inh -3, rCAG RNA binder 8, TDP2 inh 14, NPR2 activator -1, SIAE inh -2 and HTRA1 inhibitor -4.
O=C(Cn1c(=O)oc2ccccc21)Nc1ccccc1N1CCOCC1 was read as TCR-CD3 inh 4, PRMT1 FP inh -4, ABHD4 inh 2, MBD2 inh 4, LEDGF integ inh 5, rCAG RNA binder -2, TDP2 inh -15, NPR2 activator 6, SIAE inh -2 and HTRA1 inhibitor 1.
CCOC(=O)c1c(NC(=O)COC(=O)c2ccccc2NC)sc(C(=O)N(C)C)c1C was read as TCR-CD3 inh 4, PRMT1 FP inh -2, ABHD4 inh 1, MBD2 inh -6, LEDGF integ inh 7, rCAG RNA binder 4, TDP2 inh -11, NPR2 activator 3, SIAE inh 0 and HTRA1 inhibitor -36.
`Cc1cc2ccccc2c(=O)n1CC(=O)N1CCN(c2cccc(Cl)c2)CC1` gave TCR-CD3 inh 8, PRMT1 FP inh 1, ABHD4 inh 6, MBD2 inh 1, LEDGF integ inh -3, rCAG RNA binder -2, TDP2 inh -3, NPR2 activator -1, SIAE inh -8 and HTRA1 inhibitor 6.
`O=C1C(Cl)=C(NC2CCCCC2)C(=O)N1Cc1ccccc1` gave TCR-CD3 inh 1, PRMT1 FP inh 0, ABHD4 inh 3, MBD2 inh 1, LEDGF integ inh -5, rCAG RNA binder 6, TDP2 inh 9, NPR2 activator 4, SIAE inh -3 and HTRA1 inhibitor -14.

Assay outcomes as filed in PubChem.
